Compound activity (PubChem BioAssay)
Luciferase inh: Firefly luciferase inhibition profiling of diverse chemical library using quantitative high-throughput screening; Luciferin 4-monooxygenase (Photinus pyralis), P08659; purified P. pyralis luciferase, luminescence, biochemical; Potency, µM (series often up to 115 µM), for inactives: at the highest dose activity change, negative = inhibition, most hits filed as inhibitors; actives 2.5% (n = 76,000); AID 1347043, 2019; further: potency means the concentration at half of the fitted maximal effect; nearly all actives have a fitted effect of over 65% in size
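Biochemical qHTS: compound (6-point titration) added to 10uM D-luciferin plus 10uM ATP in Tris acetate pH 7.5 buffer with Mg, Tween-20 and BSA, then purified enzyme at 10nM; light output imaged.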
NIH3T3 tox: Cytotoxic Profiling in NIH 3T3 Cell Line of Diverse Libraries Using Quantitative High-Throughput Screening. actives 4.3% (n = 94,000). AID 1345082, 2018. NIH 3T3 viability, CellTiter-Glo ATP luminescence, 48-72 h. Potency, µM (titrated, usually from 96.7 µM), without a hit: at the top dose activity change, negative = cytotoxicity, actives largely listed as inhibitors; further: potency means the concentration at half of the fitted maximal effect; nearly all actives have a fitted effect of over 55% in size
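NIH 3T3 cells at 400 cells/well received 23 nL of compound by pintool and were incubated 48 or 72 h at 37 °C. Viability was read as ATP-coupled CellTiter-Glo luminescence.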
HEK293 viab: GF-AFC viability counterscreen for inhibitors of alpha-synuclein gene (SNCA) expression; Potency, µM (titrated, usually from 57.1 µM), without a hit: top-dose activity change, negative = cytotoxicity, actives largely listed as cytotoxic; HEK-293-SNCA-luc viability, GF-AFC fluorescence, 24 h; AID 1671193, 2021; actives 0.12% (n = 150,000);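 further: potency means the concentration at half of the fitted maximal effect; 0% = DMSO-treated cells and -100% = medium-only wells without cells; nearly all actives have a fitted effect of over 30% in size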
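HEK-293-SNCA-luc cells (1500/well) plated 24 h, then exposed 24 h to a dilution series; GF-AFC added 30 min at 37C, fluorescence 405/540 nm; normalised to medium-only and DMSO wells, Hill fit.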
SNCA expr inhib: Primary qHTS assay for inhibitors of alpha-synuclein gene (SNCA) expression | HEK-293 SNCA-luciferase knock-in, luminescence, 24 h | Potency, µM (titrated, usually from 57.2 µM), for inactives: at the top dose activity change, negative = inhibition, actives largely listed as inhibitors | actives 0.17% (n = 140,000) | AID 1671194, 2021;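 further: potency means the concentration at half of the fitted maximal effect; plate controls were DMSO cells for no effect and cell-free wells for full effect; nearly all actives have a fitted effect of over 45% in size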
GPT2 inh: Primary qHTS assay for inhibitors of Glutamate pyruvate transaminase 2 (GPT2); Alanine aminotransferase 2 (Homo sapiens), Q8TD30; Recombinant GPT2, coupled pyruvate oxidase/HRP Amplex Red fluorescence; Potency, µM (highest dose often 57.7 µM), for inactives: top-dose activity change, negative = inhibition, most hits filed as inhibitors; actives 0.25% (n = 100,000); further: potency means the concentration at half of the fitted maximal effect; nearly all actives have a fitted effect of over 60% in size; many of its hits are not listed in these tables
Target sequence (Q8TD30 whole entry, looked up): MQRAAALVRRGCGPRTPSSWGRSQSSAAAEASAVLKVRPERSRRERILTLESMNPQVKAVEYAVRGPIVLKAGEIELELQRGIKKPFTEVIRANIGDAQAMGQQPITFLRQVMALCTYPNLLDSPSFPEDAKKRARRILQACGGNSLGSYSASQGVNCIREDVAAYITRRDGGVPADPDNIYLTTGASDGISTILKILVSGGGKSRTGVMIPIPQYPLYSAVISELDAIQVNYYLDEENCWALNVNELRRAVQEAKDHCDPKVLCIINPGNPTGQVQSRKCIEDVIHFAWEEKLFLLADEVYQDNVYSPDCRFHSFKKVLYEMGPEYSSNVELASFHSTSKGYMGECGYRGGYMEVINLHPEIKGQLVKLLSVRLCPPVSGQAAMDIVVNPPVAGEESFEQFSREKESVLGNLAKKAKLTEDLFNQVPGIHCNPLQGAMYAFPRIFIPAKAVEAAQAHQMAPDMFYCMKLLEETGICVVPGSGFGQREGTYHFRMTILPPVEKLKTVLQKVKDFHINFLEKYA
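Inhibition is scored from Amplex Red fluorescence generated when pyruvate oxidase and HRP act on pyruvate released by GPT2. Reactions contain 10ng/uL enzyme, 250uM a-KG and 2mM L-alanine and run 30 min at room temperature.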
IP6K1 inhibitor: Primary qHTS assay for small molecule inhibitors of Inositol hexaphosphate kinase 1 (IP6K1) | Inositol hexakisphosphate kinase 1 (Homo sapiens), Q92551 | IP6K1 kinase, ADP-Glo luminescence, 2 h; active compounds read low | activity change, % (series mostly up to about 58 µM) | actives 0.81% (n = 140,000) | AID 1645851, 2021; in the data active means activity change below about -25%
Target sequence (Q92551 whole entry, looked up): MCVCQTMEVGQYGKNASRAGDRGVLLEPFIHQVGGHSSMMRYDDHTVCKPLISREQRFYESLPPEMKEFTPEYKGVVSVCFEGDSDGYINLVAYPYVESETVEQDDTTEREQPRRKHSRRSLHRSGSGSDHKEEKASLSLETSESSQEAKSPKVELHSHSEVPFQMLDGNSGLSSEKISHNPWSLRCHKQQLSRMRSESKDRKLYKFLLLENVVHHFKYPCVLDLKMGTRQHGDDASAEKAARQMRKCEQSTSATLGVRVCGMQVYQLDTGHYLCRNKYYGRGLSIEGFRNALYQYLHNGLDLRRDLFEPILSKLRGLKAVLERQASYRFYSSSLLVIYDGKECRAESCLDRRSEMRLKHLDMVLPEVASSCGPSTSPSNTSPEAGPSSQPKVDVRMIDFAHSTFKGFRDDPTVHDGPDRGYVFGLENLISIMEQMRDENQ
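ADP-Glo luminescence measures ADP made by human IP6K1 during a 2 h RT reaction with ATP/IP6 (mix at 1.3 mM/130 uM); top library doses 57.5 and 19.1 uM final.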
HEK cytotox: Cytotoxic Profiling in HEK 293 Cell Line of Diverse Libraries Using Quantitative High-Throughput Screening. actives 6.6% (n = 94,000). HEK 293 viability, ATP luminescence (CellTiter-Glo), 48-72 h. Potency, µM (doses to about 115 µM), for the others: at the highest dose activity change, negative = cytotoxicity, most hits filed as inhibitors; further: potency means the concentration at half of the fitted maximal effect; nearly all actives have a fitted effect of over 60% in size
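qHTS cytotoxicity; HEK 293, 250 cells/well; compound pinned; 48 or 72 hr, 37 degree Celsius, 5% CO2, 95% humidity; CellTiter-Glo, 10 min RT; luminescence (ATP).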
Starred values were filed as active, the others as inactive; i = inactive; ? = inconclusive; . = no result given; [ ] = dose if it differs, or a comment. Unless noted, the call rests on the fitted dose curve; in most records, active means well fitted curve in the direction sought with a large enough effect; inconclusive means small, poorly fitted or top-dose-only effect, or another doubt; inactive means no such curve, though single readings can be large; an effect the other way counts as inactive or inconclusive. Unless noted, on the % scale 0 is the no-effect control and ±100 the full control effect.

SMILES	Luciferase inh	NIH3T3 tox	HEK293 viab	SNCA expr inhib	GPT2 inh	IP6K1 inhibitor	HEK cytotox
CC1=C[C@@H](CNC(=O)[C@@H]2CCCC[C@@H]2C(=O)O)[C@H](C(C)C)C[C@H]1Cc1nc2ccccc2[nH]1	-3.0%	-28.0%	-20.9%	-9.8%	i	24.1	?
Cc1ccccc1NC(=O)c1c(C)oc2ccc(O)c(CN3CCCCCC3)c12	.	.	-10.3%	13.9%	.	-25.9*	.
COc1ccccc1CNC(=O)CSc1nnc(C)c2c(C)n(-c3ccccc3)nc12	.	.	-1.7%	-22.1%	.	11.2	.
COc1ccc(-c2cc(C(=O)NCC3CC3)c3c(C)nn(-c4ccccc4)c3n2)cc1	.	?	8.2%	182.5%[activator]	-2.9%	2.6	-19.5%
COCc1nc(CCNC(=O)CCc2ccccc2)no1	-0.5%	-8.7%	-10.2%[12.5 µM]	-41.4%	i	2.4	0.3%
CCN(c1ccc(Cl)cc1)S(=O)(=O)c1nnc(NC(=O)c2ccccc2C)s1	.	.	-4.6%	-9.7%	.	-6.9	.
CS(=O)(=O)N1CCC2(CC1)CN(Cc1ccc(O)cc1)Cc1ccccc1O2	.	2.0%	5.5%	9.7%	i	0.7	-6.8%
COc1ccc(OC)c(CCNC(=O)C(C)n2c(C)c3cnn(-c4ccccc4)c(=O)c3c2C)c1 (stereo not given)	.	.	-2.8%	21.5%	.	-0.5	.
CC(C)Cn1c(CN2CCSCC2)cnc1S(=O)(=O)Cc1ccccc1	0.0%	-39.9%	-11.7%	-30.5%	0.1%	3.0	?
O=C(CCc1cccnc1)N1CC(COc2ccccc2)C2(C1)CN(c1ccccc1)C2 (stereo not given)	3.8%[172 µM]	?	3.5%[87.6 µM]	-15.5%[87.6 µM]	1.2%[88.5 µM]	4.5	89.1µM*
CC(=O)Nc1ccccc1-c1nc2ccccc2n(CC(=O)Nc2cccc(C(F)(F)F)c2)c1=O	.	.	-20.0%	-19.4%	.	-8.7	.
CCc1noc(-c2nc(-c3ccc(OC)cc3OC)no2)n1	-14.8%	3.4%	2.4%	91.9%[activator]	1.1%	7.5	-28.5%
CCc1ccc2oc(-c3ccc(NC(=O)c4cc5ccccc5o4)cc3)nc2c1	.	.	3.1%	22.4%	.	5.2	.
O=C(CN1CC2CC(C1)[C@H]1CCCC(=O)N1C2)N1CCN(c2ncccn2)CC1 (stereo not given in full)	0.0%	-15.0%	5.1%	19.0%	?	12.1	-6.9%
CCc1ccc(NC(=O)c2sc3nc(C)cc(C)c3c2NC(=O)c2ccccc2)cc1	.	.	-2.2%	46.4%[activator]	.	-4.6	.
COc1ccccc1CC(=O)N1CCC2(CC1)N=C(c1cccc(Br)c1)NO2	16.3%	?	-0.2%	?	i	-4.6	?
CN1CC(=O)N(c2ccccc2F)Cc2c(NCc3ccccn3)ncnc21	-4.4%	-28.5%	1.1%	-1.1%	i	0.4	-7.9%
CC(C)NC[C@H]1O[C@@H]2C[C@@H](CC(=O)NCc3cnn(C)c3)O[C@@H]2[C@@H]1O	-4.1%[172 µM]	-3.7%[174 µM]	-2.9%[87.6 µM]	15.7%[87.6 µM]	i	5.5	-1.9%[172 µM]
CN(CC1COCCO1)C(=O)c1coc(COc2ccc3c(c2)OCO3)n1 (stereo not given)	-6.5%	-14.0%	-0.4%	10.7%	i	-4.2	-14.1%
O=S(=O)(c1ccc(-n2cnnn2)cc1)N1CCN(c2cccc(C(F)(F)F)c2)CC1	.	.	5.7%	?	.	20.2	.

Next part, starting with the last 6 of the part before.
SMILES	Luciferase inh	NIH3T3 tox	HEK293 viab	SNCA expr inhib	GPT2 inh	IP6K1 inhibitor	HEK cytotox
CCc1ccc(NC(=O)c2sc3nc(C)cc(C)c3c2NC(=O)c2ccccc2)cc1	.	.	-2.2%	46.4%[activator]	.	-4.6	.
COc1ccccc1CC(=O)N1CCC2(CC1)N=C(c1cccc(Br)c1)NO2	16.3%	?	-0.2%	?	i	-4.6	?
CN1CC(=O)N(c2ccccc2F)Cc2c(NCc3ccccn3)ncnc21	-4.4%	-28.5%	1.1%	-1.1%	i	0.4	-7.9%
CC(C)NC[C@H]1O[C@@H]2C[C@@H](CC(=O)NCc3cnn(C)c3)O[C@@H]2[C@@H]1O	-4.1%[172 µM]	-3.7%[174 µM]	-2.9%[87.6 µM]	15.7%[87.6 µM]	i	5.5	-1.9%[172 µM]
CN(CC1COCCO1)C(=O)c1coc(COc2ccc3c(c2)OCO3)n1 (stereo not given)	-6.5%	-14.0%	-0.4%	10.7%	i	-4.2	-14.1%
O=S(=O)(c1ccc(-n2cnnn2)cc1)N1CCN(c2cccc(C(F)(F)F)c2)CC1	.	.	5.7%	?	.	20.2	.
CC(C)CC(NC(=O)C1CCC(C)CC1)C(=O)OCC(=O)c1ccc(Cl)cc1 (stereo not given)	.	.	19.9%	21.0%	.	1.6	.
COc1ccc(NC(=O)CSc2nc3ccccc3nc2Cc2ccc(C)cc2)cc1Cl	.	.	3.3%	-12.4%	.	18.3	.
CCN1CC(C(=O)NCCc2nc(C(C)C)no2)CCC1=O (stereo not given)	-7.9%	2.6%	-1.5%	-9.8%	1.5%	4.1	-0.4%
O=C(NCc1cccc(Cl)c1)C1CCN(c2nccc(Nc3ccccc3Cl)n2)CC1	.	-14.3%	-0.7%	-12.2%	4.2%	-3.8	?
Cc1cc(C)cc(NC(=O)Nc2ccc3nc(N4CCN(C)CC4)cc(C)c3c2)c1	.	.	0.8%	6.7%	.	-19.5	.
O=C(NCc1cc(F)cc(F)c1)c1nc(-c2ccc(F)cc2)c2ccccn12	-2.9%	?	10.3%	11.1%	-11.8%	24.7	-20.7%
CSCC(=O)N[C@H]1CCN2C(=O)c3cc(-c4cccs4)ccc3NC(=O)[C@H]12	?	-33.4%[174 µM]	-10.9%[87.6 µM]	20.3%[87.6 µM]	i	61.9	-20.6%[172 µM]
CC(C)NC(=O)NC[C@H]1OC[C@@H](NC2CCNCC2)[C@@H]1O	-2.3%[172 µM]	-1.7%[174 µM]	2.9%[87.6 µM]	-1.5%[87.6 µM]	-4.1%[88.5 µM]	-9.8	-4.5%[172 µM]
CS(=O)(=O)N1CCc2ccc(C(=O)NCc3ccc(OC(F)(F)F)cc3)cc21	1.9%	-29.3%	-2.1%	-17.5%	-12.6%	-4.1	?
CC1(COCC2CC2)COc2ccc(C(=O)NCc3cccnc3)cc2N1 (stereo not given)	-12.7%[172 µM]	?	?	?	?	15.7	-25.1%[172 µM]
COCCC(=O)NC(C)C(=O)N1CCN(c2ccccn2)CC1 (stereo not given)	-4.4%	3.2%	-3.9%	24.1%	i	7.6	5.2%
O=C(Nc1ccccc1)NC1CCN(Cc2ccc(-c3ccsc3)cc2)C1 (stereo not given)	.	?	0.8%	1.1%	i	3.5	?
O=C(c1ccc(Cl)s1)N1CCCC2(CN[S+](=O)([O-])c3cccnc3O2)C1 (stereo not given)	.	-17.3%	-3.3%	5.4%	3.8%	20.6	-10.5%
Cc1ccc(C)c(-c2cc(C(F)(F)F)nn2-c2ccc(S(N)(=O)=O)cc2)c1	.	.	?	.	-4.3%	1.2	.
Cc1cnc(CCNC(=O)NC(C)C)n1C1CC1	-1.8%	1.8%	3.1%	7.2%	-2.0%	7.3	2.1%
CCOc1ccc(C(=O)Nc2ccc(-n3nncc3-c3ccc(OC)cc3)cc2)cc1	.	.	-0.2%	-21.0%	.	-0.7	.
Cc1cc(NC(=O)c2ccc3c(c2)N(C)C2CCCCCN2C3=O)ccc1Cl (stereo not given)	?	?	10.4%[12.5 µM]	124.8%[activator]	4.3%	2.8	?
COc1ccc(NC(=O)C(C)N2Cc3ccccc3C2=O)cc1OC (stereo not given)	.	.	-5.0%	2.5%	.	20.9	.
O=C(NCCCN1CCN(c2ccc(F)cc2)CC1)C1COc2ccccc2C1 (stereo not given)	.	.	2.7%	-14.1%	.	21.8	.
c1cncc(-c2cnc([C@@H]3COCCN3Cc3ncc[nH]3)[nH]2)c1	-3.8%[172 µM]	-16.9%[138 µM]	6.0%[87.6 µM]	10.4%[87.6 µM]	2.4%[88.5 µM]	0.2	-0.4%[172 µM]
OC1CC(c2cc(NCCOc3ccccc3)ncn2)C1 (stereo not given)	?	?	4.7%	89.1%[activator]	-4.1%	-10.4	?
COc1ccc(CN2COc3ccc4c(-c5ccccc5)cc(=O)oc4c3C2)cc1	.	.	11.5%	24.1%	.	0.3	.
COc1cccc(CNC(=O)C23CCC=C2N(C2CCCC2)C(=O)CC3)c1OC (stereo not given)	.	-18.7%	-21.5%	154.0%[activator]	i	13.0	?
O=C(NCc1ccc(Cl)cc1)c1cn2cc(-c3cccc(C(F)(F)F)c3)sc2n1	.	?	-20.9%	-2.7%	i	-3.2	?
COc1ccc2nc3cc(Cl)ccc3c(Nc3cc(CN4CCCC4)c(O)c(CN4CCCC4)c3)c2n1	.	.	-10.6%	-6.1%	?	.	.
O=C(NC1CCCN(c2cc(N3CCCC3)ncn2)C1)c1ccccc1 (stereo not given)	-6.9%	?	-18.1%	2.1%	?	3.9	?
COCCNc1nc2c(S(=O)(=O)c3ccc(C)cc3)nnn2c2ccccc12	.	-0.2%	8.6%	8.1%	-12.5%	-2.5	2.2%
COCCN(C)C(=O)C(C)(C)Oc1nn(Cc2cccc(Cl)c2)c2ccccc12	-1.5%[172 µM]	79.4µM*	-22.0%[87.6 µM]	-26.9%[87.6 µM]	-7.9%[88.5 µM]	-1.6	89.1µM*

Results in Luciferase inh, HEK293 viab and GPT2 inh (2 entries from above):
mol,Luciferase inh,HEK293 viab,GPT2 inh
CN1CC(=O)N(c2ccccc2F)Cc2c(NCc3ccccn3)ncnc21,-4.4%,1.1%,i
Cc1ccccc1NC(=O)c1c(C)oc2ccc(O)c(CN3CCCCCC3)c12,.,-10.3%,.

Looked up above:
Reading of `OC1CC(c2cc(NCCOc3ccccc3)ncn2)C1` (stereo not given) in SNCA expr inhib: 89.1%[activator]
Reading of `COCCN(C)C(=O)C(C)(C)Oc1nn(Cc2cccc(Cl)c2)c2ccccc12` in IP6K1 inhibitor: -1.6

Some of the compounds tested; count on the stated rates, not on these rows.
